Screening results as filed in PubChem BioAssay.
AmpC inh no detg: AmpC beta-lactamase inhibition without detergent; AmpC nitrocefin hydrolysis, absorbance 480 nm, 0.0001% Triton; Potency, µM (series often up to 57.1 µM), inactives show at the highest dose activity change, negative = inhibition, hits mostly inhibitors; hit rate 0.52% among 330,000; AID 485341;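 note: potency is the fitted concentration of half-maximal effect; plate controls were no compound for no effect and no enzyme for full effect; nearly all actives have a fitted effect of over 20% in size; some results filed as inactive show a strong effect at the top dose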
Target sequence (P00811 whole entry, looked up): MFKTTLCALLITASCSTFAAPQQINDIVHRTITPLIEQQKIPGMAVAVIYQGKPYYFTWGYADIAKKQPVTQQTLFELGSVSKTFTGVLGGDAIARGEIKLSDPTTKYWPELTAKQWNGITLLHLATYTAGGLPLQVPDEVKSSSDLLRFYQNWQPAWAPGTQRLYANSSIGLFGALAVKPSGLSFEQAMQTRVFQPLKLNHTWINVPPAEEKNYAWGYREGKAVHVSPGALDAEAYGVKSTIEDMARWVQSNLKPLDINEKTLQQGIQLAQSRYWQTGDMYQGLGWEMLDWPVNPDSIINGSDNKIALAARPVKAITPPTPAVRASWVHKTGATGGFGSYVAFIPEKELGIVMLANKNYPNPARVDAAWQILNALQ
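20 mM phosphate pH 7.0 + 0.01% (detergent screen) or 0.0001% Triton X-100; 5.3 nM AmpC reagent; cpd preinc 15 min RT; nitrocefin (800 uM stock) to start; A480 q20 s × 4 min; Activity was normalised to no-enzyme and no-compound control wells.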
AMA1 RON2 block: disrupts binding of P. falciparum AMA1 to RON2 | hit rate 0.2% among 360,000 | AlphaScreen AMA1-biotinylated RON2 peptide binding | Potency, µM (doses to about 58.2 µM), without a hit: top-dose activity change, negative = inhibition, actives largely listed as inhibitors;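 note: potency is the fitted concentration of half-maximal effect; 0% = vehicle wells and -100% = peptide control; nearly all actives have a fitted effect of over 45% in size; some results filed as inactive show a strong effect at the top dose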
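AMA1 (3D7) with his tag at 25 nM final met compounds first, then biotinylated RON2 peptide at 25 nM; detection used donor plus acceptor beads, 10 µg/mL apiece, read by AlphaScreen after 30 min at room temperature.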
Sm TGR block: blocks Schistosoma mansoni thioredoxin glutathione reductase; Q962Y6; purified TGR, DTNB reduction, TNB absorbance 405 nm; Potency, µM (highest dose often 114 µM), inactives show at the highest dose activity change, negative = inhibition, hits mostly inhibitors; hit rate 3% among 360,000; note: potency is the fitted concentration of half-maximal effect; nearly all actives have a fitted effect of over 60% in size
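Kinetic colorimetric format: TGR-catalysed, NADPH-driven DTNB reduction monitored via TNB absorbance. Enzyme dispensed at 20 nM; compound exposure 15 min at room temperature before reaction start.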
Giardia FBPA inh: inhibitors of Giardia lamblia fructose-1,6-bisphosphate aldolase; purified Giardia FBPA; Potency, µM (series often up to 59.6 µM), without a hit: at the highest dose activity, negative = inhibition, hits mostly inhibitors; hit rate 0.71% among 290,000; note: potency is the fitted concentration of half-maximal effect; nearly all actives have a fitted effect of over 55% in size
Target sequence (A8B2U2 whole entry, looked up): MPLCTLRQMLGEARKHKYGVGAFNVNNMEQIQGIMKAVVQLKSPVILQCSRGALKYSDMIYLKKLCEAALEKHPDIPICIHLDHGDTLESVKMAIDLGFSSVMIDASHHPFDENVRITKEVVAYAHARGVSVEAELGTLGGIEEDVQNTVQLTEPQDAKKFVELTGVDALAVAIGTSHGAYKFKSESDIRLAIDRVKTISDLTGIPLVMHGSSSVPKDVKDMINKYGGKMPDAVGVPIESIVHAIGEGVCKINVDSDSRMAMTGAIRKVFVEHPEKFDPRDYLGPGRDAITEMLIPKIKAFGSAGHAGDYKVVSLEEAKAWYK
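40 nM FBPA preincubated 10 min at RT with compound (up to 57.5 uM final), then substrate plus GAPDH/TPI/NAD/arsenate coupling and diaphorase/resazurin added. Fluorescence read after 20 min at RT, 525/598 nm.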
HCMV inh: inhibitors of human cytomegalovirus; hit rate 4.5% among 410,000; activity change, negative = inhibition, % at 57.5 µM; HFF cells, HCMV-luciferase reporter, 72 h; hits give low values; in the data active = activity change below about -60%; inconclusive = no clear call, values can overlap the other calls; inactive = above about -39%
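After 16 h attachment at 37C, HFF cells received test compound and HCMV-luciferase (1 PFU/cell); reporter luminescence read 72 h later, data normalized against buffer-only and known inhibitor Salinomycin.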
AmpC inh detg: blocks E. coli AmpC beta-lactamase in detergent assay; hit rate 0.041% among 370,000; Potency, µM (series often up to 114 µM), for inactives: top-dose activity change, negative = inhibition, actives largely listed as inhibitors; AmpC hydrolysis of nitrocefin, absorbance 480 nm, 0.01% Triton; P00811;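 note: potency is the fitted concentration of half-maximal effect; 0% = no-compound wells and -100% = no-enzyme wells; nearly all actives have a fitted effect of over 25% in size; some results filed as inactive show a strong effect at the top dose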
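20 mM phosphate pH 7.0 + 0.01% (detergent screen) or 0.0001% Triton X-100; 5.3 nM AmpC reagent; cpd preinc 15 min RT; nitrocefin (800 uM stock) to start; A480 q20 s × 4 min; Activity was normalised to no-enzyme and no-compound control wells.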
Active calls of the source: *; ? = inconclusive; . = not tested or not shown; & = joins results of further samples; [ ] = another dose, or the depositor's remark. Unless noted, calls come from the whole dose curve; as a rule, active = well fitted curve in the direction sought with a large enough effect; inconclusive = small, poorly fitted or top-dose-only effect, or another doubt; inactive = no such curve, though single readings can be large; an effect the other way counts as inactive or inconclusive. Unless noted, % is set by controls: 0 for no effect and ±100 for the full control effect.

SMILES	AmpC inh no detg	AMA1 RON2 block	Sm TGR block	Giardia FBPA inh	HCMV inh	AmpC inh detg
O=C(CCCC(=O)N(CC(=O)NC1CCCC1)C1CCCC1)Nc1ccccn1	-9%	0%	1%	-7%	-14	6%
COc1cc(OC)cc(C(=O)Nc2cc(C)on2)c1	-6%	-2%	0%	-1%	9	-15%
CN(/N=C/c1ccccc1O)C(=S)c1ccccc1	-34%	60%[activator]	4%	18%	59	-13%
CCc1noc(C)c1C(=O)N1CCCSC1=Nc1ccccc1	4%	4%	1%	.	-22	?
O=C(Nc1ccc2c(c1)CN(Cc1ccccc1O)CC2)C1CCCO1 (stereo unspecified)	-11%	-1%	-14%	.	-20	-1%
CCn1c(C)cc(/C=C2\NC(=O)N(Cc3ccccc3)C2=O)c1C	-13%	10%	?	-4%	-24	0%
COc1ccc(-c2ccc3c(c2)S(=O)(=O)c2cccc(C(=O)NC4CCCC4)c2C3=O)cc1OC	-2%	-2%	-11%	.	?	-1%
O=C(O)C1=C[C@@H](c2ccc(F)cc2)C[C@@H](OCCCCO)O1	-35%	17%	?	-2%	-14	-1%
COC(C[C@@H]1O[C@@H]1C(=O)COCc1ccccc1)OC	-18%	53%[activator]	-35%	8%	-16	7%
CCN(c1ccccc1)S(=O)(=O)c1cc(-c2onc(C)c2C)ccc1OC	.	.	0%	.	19	2%
O=C(/C=C/c1ccccc1)C1=C(O)C(=O)N(CCO)C1c1ccc2c(c1)OCO2 (stereo unspecified)	-20%	8%	-33%	21%	?	10%
CC(=O)N1c2c(cc(Br)cc2S(=O)(=O)NCc2ccccc2)CC1C (stereo unspecified)	-14%	1%	-14%	-7%	1	-7%
CC(C)(C)NC(=O)C(Cc1ccccc1)N1C(=O)c2ccccc2C1=O (stereo unspecified)	0%	-1%	1%	4%	30	1%
CCCCC/C(=N\NC(=O)CCC(=O)NCc1ccccc1)c1ccccc1	38%	25%	-2%	0%	-7	?
CC(=O)Nc1ccc(S(=O)(=O)N(C)c2nc3ccccc3nc2Cl)cc1	-24%	6%	-15%	10%	42	0%
CCn1c(SCC(=O)Nc2ccc3c(c2)OCCO3)nnc1-c1cccs1	-23%	-9%	11%	-16%	14	-9%
Cc1ccc2c(c1)c1c(c(=O)n(Cc3ccccc3)c(=O)n1CC(=O)NCc1ccccc1Cl)n2C	.	.	6%	.	30	4%
Cc1ccn2c(C(=O)NN=C3CCN(C)CC3)c(C)nc2c1	11%	4%	2%	15%	?	6%
Cc1ccccc1NC(=O)CSc1nc2scc(C)c2c(=O)[nH]1	-9%	-9%	1%	.	39	-5%
COc1cc(CNCCSc2nnnn2C)ccc1OCc1ccc(F)cc1	.	.	18%	.	-77*	0%
CCC(CC)C1=NN2C(=N)/C(=C/c3ccc(OC(=O)c4ccco4)cc3)C(=O)N=C2S1	-47%	81%[activator]	-20%	-2%	-12	-15%
O=C(NC1CCCCCC1)c1ccc(CS(=O)Cc2ccccc2Cl)o1 (stereo unspecified)	76%[activator]	7%	32µM*	8%	-18	3%
COc1ccccc1NC(=O)C(=O)c1cc(C)n(-c2cc(C)cc(C)c2)c1C	.	.	-1%	.	-4	?
CN(C)c1ccc(C(C#N)c2ccc(Cl)cc2)nn1 (stereo unspecified)	-20%	4%	?	3%	35	?
Cn1c(=O)c2c(nc(CN3CCc4ccccc4C3)n2CCCO)n(C)c1=O	51%	-15%	-12%	1%	-2	3%
C(=N\N1CCOCC1)/c1nc(-c2ccccc2)n2ccccc12	-5%	22%	?	-21%	-25	?
O=C(CSc1ccc2nnc(-c3cccnc3)n2n1)NCC1CCCO1 (stereo unspecified)	-6%	-5%	0%	0%	21	3%
Nc1nc2n(n1)C(=O)CC(c1ccccc1[N+](=O)[O-])N2 (stereo unspecified)	-21%	-1%	-1%	-2%	18	-4%
Cc1cccc(NC(=O)c2ccc(F)c(S(=O)(=O)N3CCC4(CC3)OCCO4)c2)c1	-2%	9%	-1%&-5%	.	-7&27	5%&-2%
Cc1nc(Nc2ccc(S(=O)(=O)N3CCCC3)cc2)c2nnn(Cc3ccccc3)c2n1	-21%	-18%	4%	2%	-1	7%
CCOc1ccccc1CN1CCN(C2CCOCC2)CC1CCO (stereo unspecified)	-16%	-10%	5%	-5%	16	7%
CCN(CC)CCn1c(SCC(=O)Nc2ccc3c(c2)CCC3)nc2ccccc2c1=O	184%[activator]	0%	4%	.	-33	7%
Cc1nnc(NCCN2CCOCC2)[nH]c1=O	-7%	-13%	2%	4%	9	?
C=CCc1c(C)nc2nc(SCC(=O)Nc3cccc(Cl)c3)nn2c1C	.	.	4%	.	?	3%
COc1ccccc1NC(=O)Cn1nc(-c2ccc(Cl)cc2)c2ccccc2c1=O	-2%	-5%	-12%	5%	?	4%
CCOC(=O)C(=NC(C)CC)NNc1ccc(Br)cc1 (stereo unspecified)	-6%	?	-29%	-12%	17	3%
Cc1cc(C)nc(N2CCCC(C(=O)NC(C)CCc3ccco3)C2)n1 (stereo unspecified)	14%	-4%	1%	4%	-9	?
COc1cc(C)c(/C=C(\C#N)C(=O)Nc2ccc(C)cc2)cc1C(C)C	-17%	-1%	2%	1%	31	-11%
O=C(CSc1nnnn1-c1cccc2c1CCCC2)N1CCCCC1	1%	-6%	1%	2%	-37	1%
COc1cc(NC(=O)c2cc3c(=O)n(Cc4ccco4)ccc3nc2C)cc(OC)c1OC	.	.	9%	.	-28	10%
O=C(c1ccco1)N1CCN(C(=O)c2cc(-c3ccccc3)nc3ccccc23)CC1	67%[activator]	0%	-14%	3%	69	?
Cn1c(-c2ccccc2)cc2ccccc21	-21%	0%	5%	0%	16	-1%
COc1ccccc1/C=N/NC(=O)C(=O)NCc1cccnc1	-14%	4%	0%	-3%	15	3%
COc1ccccc1NC(=O)CN1C(=O)C(C)SC(C)C1=O (stereo unspecified)	-2%	1%	-2%	3%	-32	-1%
COc1ccc(CC(=O)NC2CCSc3ccccc32)c(OC)c1 (stereo unspecified)	-18%	-27%	1%	-3%	4	-3%
COc1ccc(C(=O)/C=C/c2ccc(O)cc2)cc1	-35%	-18%	-4%	12%	33	8%
Cc1cc(C)c(S(=O)(=O)N(C)CC(=O)N2CCCCC2)c(C)c1	5%	4%	1%	-2%	7	-11%
Cc1cc(C)cc(NC(=O)c2ccc3oc(=O)c(S(=O)(=O)c4ccc(F)cc4)cc3c2)c1	.	.	2%	.	5	-1%
CC(C)(O)C#Cc1ccc(C(=O)N2CCCC(CNS(=O)(=O)c3cccs3)C2)o1 (stereo unspecified)	2%	10%	11µM*	.	0	0%
CCOC(=O)c1c(C)[nH]c(-c2csc(N)n2)c1C	56%	-9%	0%	?	-81*	0%
CC(=O)Nc1ccc(S(=O)(=O)N(CCO)Cc2ccccc2)cc1	-8%	0%	-1%	0%	52	-1%
CC(=O)N1C(=O)N(C)C2C1N(C(C)=O)C(=O)N2C (stereo unspecified)	-23%	6%	-18%	1%	-18	1%
O=C(Cn1cnc2c(nnn2Cc2ccccc2)c1=O)N1CCN(c2ccccc2)CC1	11%	18%	-8%	3%	-38	?
C#CCOCCOCCOCCNc1nc(N2CCN(C(=O)[C@H](CCCCN)n3cc([C@@H](N)C(C)CC)nn3)CC2)nc(N2CCN(C(=O)[C@H](CCCCN)n3cc([C@@H](N)CO)nn3)CC2)n1 (stereo partly specified)	52%	.	-22%	13%	.	-6%
CSc1ccc(C(=O)Nc2ccc(-c3nc4ccccc4s3)c(O)c2)cc1	.	.	12%	.	0	3%
COc1ccccc1NC(=S)Nc1ccccn1	-24%	22%	-16%	-8%	-16	2%

Of the compounds above, 12 have a halogen.
SMILES	AmpC inh no detg	AMA1 RON2 block	Sm TGR block	Giardia FBPA inh	HCMV inh	AmpC inh detg
O=C(O)C1=C[C@@H](c2ccc(F)cc2)C[C@@H](OCCCCO)O1	-35%	17%	?	-2%	-14	-1%
CC(=O)N1c2c(cc(Br)cc2S(=O)(=O)NCc2ccccc2)CC1C (stereo unspecified)	-14%	1%	-14%	-7%	1	-7%
CC(=O)Nc1ccc(S(=O)(=O)N(C)c2nc3ccccc3nc2Cl)cc1	-24%	6%	-15%	10%	42	0%
Cc1ccc2c(c1)c1c(c(=O)n(Cc3ccccc3)c(=O)n1CC(=O)NCc1ccccc1Cl)n2C	.	.	6%	.	30	4%
COc1cc(CNCCSc2nnnn2C)ccc1OCc1ccc(F)cc1	.	.	18%	.	-77*	0%
O=C(NC1CCCCCC1)c1ccc(CS(=O)Cc2ccccc2Cl)o1 (stereo unspecified)	76%[activator]	7%	32µM*	8%	-18	3%
CN(C)c1ccc(C(C#N)c2ccc(Cl)cc2)nn1 (stereo unspecified)	-20%	4%	?	3%	35	?
Cc1cccc(NC(=O)c2ccc(F)c(S(=O)(=O)N3CCC4(CC3)OCCO4)c2)c1	-2%	9%	-1%&-5%	.	-7&27	5%&-2%
C=CCc1c(C)nc2nc(SCC(=O)Nc3cccc(Cl)c3)nn2c1C	.	.	4%	.	?	3%
COc1ccccc1NC(=O)Cn1nc(-c2ccc(Cl)cc2)c2ccccc2c1=O	-2%	-5%	-12%	5%	?	4%
CCOC(=O)C(=NC(C)CC)NNc1ccc(Br)cc1 (stereo unspecified)	-6%	?	-29%	-12%	17	3%
Cc1cc(C)cc(NC(=O)c2ccc3oc(=O)c(S(=O)(=O)c4ccc(F)cc4)cc3c2)c1	.	.	2%	.	5	-1%
